# MCL1-BIM inh: disrupts human MCL1 binding to BIM-BH3 peptide | Q07820 | GST-MCL1 / FITC-Bim-BH3 fluorescence polarization | inhibition, % at 10.9 µM | 320,000 tested, 0.68% active | AID 2057;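 active = inhibition above the mean inhibition of all tested compounds plus 3 SD, set per campaign, cut at about 40% in these data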;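 also: 0% = DMSO wells and 100% = unlabeled Bim-BH3 peptide control; higher means more loss of mP so more displacement of Bim peptide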
# MEX-5 binding: C. elegans MEX-5 TCR-2 RNA binding activity | Q9XUB2 | MEX-5/FITC-TCR2 RNA binding, fluorescence polarization; active compounds read low | activity score (negative = inhibition of binding), % at 10 µM | 300,000 tested, 0.38% active | AID 1832;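 active = inhibition past about -25% in most replicates, and total fluorescence under double the plate's negative control median, limit read from the data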;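 also: 0% = DMSO and -100% = 5 µM competing unlabeled TCR2 RNA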
# Target sequence (Q9XUB2 whole entry, looked up): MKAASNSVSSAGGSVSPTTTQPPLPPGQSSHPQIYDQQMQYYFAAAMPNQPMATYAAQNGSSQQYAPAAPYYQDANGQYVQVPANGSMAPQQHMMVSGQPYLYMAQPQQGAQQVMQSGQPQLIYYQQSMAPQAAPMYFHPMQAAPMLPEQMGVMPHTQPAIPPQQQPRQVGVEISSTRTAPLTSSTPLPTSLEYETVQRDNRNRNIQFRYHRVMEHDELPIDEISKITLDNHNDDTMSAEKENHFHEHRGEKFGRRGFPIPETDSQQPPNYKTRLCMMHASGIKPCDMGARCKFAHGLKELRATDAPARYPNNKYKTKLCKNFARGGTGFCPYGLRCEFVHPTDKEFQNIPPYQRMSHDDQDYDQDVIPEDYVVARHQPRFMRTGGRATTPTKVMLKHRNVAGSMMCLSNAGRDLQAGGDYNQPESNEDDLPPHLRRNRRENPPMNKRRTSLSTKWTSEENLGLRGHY
# PAFAH1B2 inh: PAFAH1B2 (human) inhibition; AID 492953; 340,000 tested, 1.2% active; P68402; inhibition, % at 3.39 µM; recombinant PAFAH1B2, FP-rhodamine activity probe, fluorescence polarization;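 active = inhibition above the mean of all tested compounds plus 3 SD, cut at about 24% in these data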;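 also: 0% = enzyme with DMSO and 100% = wells lacking PAFAH1B2; many of its hits are not listed in these tables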
# Target sequence (P68402 whole entry, looked up): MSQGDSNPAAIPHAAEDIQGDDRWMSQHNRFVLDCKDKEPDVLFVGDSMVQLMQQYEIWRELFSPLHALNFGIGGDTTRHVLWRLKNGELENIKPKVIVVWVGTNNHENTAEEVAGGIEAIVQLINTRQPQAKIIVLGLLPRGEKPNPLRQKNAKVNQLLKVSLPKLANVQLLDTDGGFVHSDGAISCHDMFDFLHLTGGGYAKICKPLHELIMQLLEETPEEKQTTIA
# PME-1 primary: PME-1 (human) inhibition; Q9Y570; recombinant PME-1, FP-Rh probe fluorescence polarization; inhibition, % at 5.9 µM; 320,000 tested, 0.53% active;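 active = inhibition above the campaign mean of all compounds plus 3 SD, cut at about 26% in these data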;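 also: competitive labeling of PME-1 active site by serine hydrolase directed probe; 0% = PME-1 with DMSO and 100% = wells lacking PME-1 enzyme; inhibitors block probe labeling so polarization falls and inhibition rises; many of its hits are not listed in these tables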
# Target sequence (Q9Y570 whole entry, looked up): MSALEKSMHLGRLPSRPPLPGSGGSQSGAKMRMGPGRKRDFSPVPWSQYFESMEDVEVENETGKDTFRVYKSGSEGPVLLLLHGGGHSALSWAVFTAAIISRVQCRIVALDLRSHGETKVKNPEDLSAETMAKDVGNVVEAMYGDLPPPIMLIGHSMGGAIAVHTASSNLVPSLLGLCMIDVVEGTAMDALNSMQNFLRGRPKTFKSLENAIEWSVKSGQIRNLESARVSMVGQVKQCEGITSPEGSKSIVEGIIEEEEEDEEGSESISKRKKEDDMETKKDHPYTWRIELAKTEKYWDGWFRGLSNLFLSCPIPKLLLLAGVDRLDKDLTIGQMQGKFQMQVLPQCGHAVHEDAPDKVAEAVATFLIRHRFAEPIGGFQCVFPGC
# AHR activator: activates the human aryl hydrocarbon receptor. activation, % at 5 µM. AHR-responsive luciferase reporter cells, luminescence. 320,000 tested, 2.5% active. P35869; in the data active = activation above about 47%;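 also: 0% = vehicle wells and 100% = reference agonist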
# pPAFAH FP inh: inhibitors of human plasma PAF acetylhydrolase (pPAFAH) | recombinant pPAFAH, FP-rhodamine probe fluorescence polarization | inhibition, % at 3.39 µM | 330,000 tested, 1.5% active | AID 463082;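 active = inhibition above the mean inhibition across the screen plus 3 SD, cut at about 25% in these data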;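 also: inhibitors block binding of the rhodamine activity-based probe so polarization drops; 0% = enzyme with DMSO and 100% = wells lacking pPAFAH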
# GLD-1 TGE inh: GLD-1-TGE RNA interaction inhibition (C. elegans). purified GLD-1 + fluorescein TGE RNA, fluorescence polarization. inhibition, % at 5.96 µM. 320,000 tested, 0.44% active. AID 2280;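 active = percent inhibition above a per-plate cutoff, the plate mean of test compounds plus 3 SD, cut at about 30% in these data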;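 also: 0% = DMSO wells with GLD-1 and probe and 100% = wells lacking GLD-1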
# Fam108B counter: blocks mouse Fam108B hydrolase in RBBP9 counter-screen; recombinant Fam108B, FP-Rh probe fluorescence polarization; inhibition, % at 9.51 µM; 300,000 tested, 0.33% active;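 active = inhibition above the screen mean inhibition plus 3 SD, computed separately per campaign, cut at about 18% in these data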;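 also: inhibitors lower polarization as less probe binds the enzyme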
# Bcl-xL primary: Bcl-xL (human) inhibition; GST-Bcl-xL / FITC-Bim BH3 peptide fluorescence polarization; inhibition, % at 10.9 µM; 320,000 tested, 0.7% active; AID 2129;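 active = inhibition above the mean of all tested compounds plus 3 SD, cutoff set per campaign, cut at about 30% in these data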;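 also: 0% = DMSO wells and 100% = unlabeled Bim-BH3 peptide competitor; inhibitors lower millipolarization by displacing the labeled peptide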
# * marks the source's active call; other numbers are inactive results; · = no result given. An excerpt; the hit share may differ from the screen's.
# Results follow in this order: MCL1-BIM inh	MEX-5 binding	PAFAH1B2 inh	PME-1 primary	AHR activator	pPAFAH FP inh	GLD-1 TGE inh	Fam108B counter	Bcl-xL primary
CN(/N=C/c1ccc(O)cc1O)c1nc(-c2ccccc2)cc(-c2ccccc2)n1
 : 12	2.1	-2	23	13	37*	5	33*	2
C=C(C)COc1ccc(-c2[nH]ncc2Oc2ccccc2OC)c(O)c1
 : 4	0.2	4	2	98*	15	8	-1	0
COc1cc2c(=O)n(CCC(=O)NCC3CCCO3)c(=O)n(CC(=O)Nc3ccc(F)cc3)c2cc1OC (stereo unspecified)
 : -10	-0.3	4	2	0	2	-3	0	-5
COc1ccc(CC2(CO)CCN(Cc3cccn3-c3ccccn3)CC2)cc1
 : -2	0.4	6	4	3	5	9	0	5
Cc1cccc(OCCC(=O)N(C)CC(=O)Nc2cccc3ccccc23)c1
 : -3	0.6	-5	-1	5	0	0	0	0
c1ccc2c(c1)nnn2Cc1nnc2sc(-c3ccncc3)nn12
 : 6	1.4	3	2	2	6	5	2	3
CC(=O)Nc1ccc(NC(=O)Nc2cccc3ccccc23)cc1
 : 0	1.6	-2	11	1	2	5	1	-3
CC1CCCCN1S(=O)(=O)c1ccc(NC(=O)CSc2nnnn2C)cc1 (stereo unspecified)
 : -5	-1.5	10	4	-3	3	-2	-1	-1
O=C(N/C(=C\c1ccc(Cl)cc1)C(=O)N1CCOCC1)c1ccco1
 : 0	-1.2	0	-3	2	-1	-2	-1	1
Fc1ccc(-c2cc(C(F)(F)C(F)F)[nH]n2)cc1
 : 1	-3.2	·	1	-2	25*	2	0	1
O=C(CNC(=O)[C@@H]1Cc2ccccc2CN1)Nc1ccc2c(c1)OCCO2
 : 2	1.1	1	-4	2	7	-4	-4	3
CCOC(=O)CN1C(=O)N[C@@H](c2cccs2)C(C(=O)OC)=C1C
 : -1	0.2	6	6	2	6	-4	3	2
CCN(CC)S(=O)(=O)c1nnc(NC(=O)c2ccco2)s1
 : 6	-0.7	5	4	-1	3	-7	0	-1
CCC(C(=O)Nc1cccnc1)n1c(=O)[nH]c2ccccc2c1=O (stereo unspecified)
 : -1	0.4	1	-3	1	3	-4	-4	-1
COc1ccccc1C(=O)NC(=O)CSc1nnc(N)s1
 : 27	·	-3	-5	1	1	-5	·	16
OCCNc1nc(N2CCOCC2)nc(N2CCOCC2)n1
 : 2	2.7	0	0	0	6	0	3	5
Cc1ccc(NS(=O)(=O)Cc2ccccc2)cc1Cl
 : -2	0.3	4	-1	-1	14	9	0	-2
CCc1nc2ccc(Cc3ccc4nc(CC)[nH]c4c3)cc2[nH]1
 : 7	13	-3	5	0	0	-2	0	4
COC(=O)c1ccc(C)c(NC(=O)CN(c2ccc3c(c2)OCO3)S(C)(=O)=O)c1
 : -8	-2.1	-5	-9	1	4	-9	-2	-5
Cc1cccc(C)c1NC(=S)NCCc1ccc(O)c(O)c1
 : 10	-7.5	3	7	-4	12	12	-3	7
O=C(O)c1ccc(S(=O)(=O)N2CCC(NC(=O)C3CCCCC3)CC2)cc1
 : -3	-4.9	1	-7	0	4	4	-2	-3
CCCCOc1ccc(Nc2nc(C)cc(C)c2C#N)cc1
 : -6	-6.6	11	3	42	3	1	0	2
O=C(NCCN1CCNCC1)c1ccccn1
 : 6	-3.7	0	3	4	-2	5	3	4
Cc1ccc(C)c(N2C(=O)CC(Cc3ccc(Br)cc3)C2=O)c1 (stereo unspecified)
 : 2	-1.9	9	-4	2	0	5	0	1
CCOc1ccccc1CN1CCNC(=O)C1CC(=O)NCCc1ccccn1 (stereo unspecified)
 : 13	-2.4	1	0	2	0	13	1	13
CCOc1cc(S(=O)(=O)n2ccnc2)ccc1Br
 : 1	1.9	7	-3	-1	0	-5	1	-1
CCOc1ccc(/C=N/NC(=O)c2ccc(CSc3nc4ccccc4[nH]3)cc2)cc1
 : -13	2.2	-1	-58	8	-25	20	-41	-4
O=C(OCC(=O)N1CCC(Cc2ccccc2)CC1)c1cc(Cl)ccc1O
 : -2	-1.6	-3	-2	1	-9	-1	-1	-5
Cn1cnnc1SCC(=O)Nc1cccc(C(=O)O)c1
 : -3	-3.2	6	4	-2	14	5	0	2
COc1cccc(NC(=O)N2CCC(NC(=O)C3CCCCC3)CC2)c1
 : 3	0.7	5	-4	-2	2	-1	-1	0
COc1ccc(OC)c(C2C(C(=O)O)c3ccccc3C(=O)N2C)c1 (stereo unspecified)
 : 10	0.4	3	-2	2	-4	-4	3	2
CC1CCCC(C)N1S(=O)(=O)c1ccc(S(=O)(=O)N2CCOCC2)cc1 (stereo unspecified)
 : -6	0.8	8	2	2	-6	2	2	-2
CNC(=O)c1ccsc1NC(=O)CS(=O)(=O)c1ccc(Cl)cc1
 : 8	-8.5	2	-12	3	4	3	4	8
Cc1cc(C(=O)COC(=O)c2ccc[nH]c2=O)c(C)n1C
 : 6	2.9	2	-1	0	10	2	5	8
Cc1nc2ccccn2c1P(=O)(N1CCCCC1)N1CCCCC1
 : -4	-1.1	6	-4	0	-2	5	4	-1
O=C(Nc1nnc(CCc2ccccc2)s1)c1ccccc1
 : 11	2.1	10	-3	38	-3	-4	-6	5
O=C(c1cc(-c2ccc(F)cc2)on1)N1CCN(c2ccc(F)cc2)CC1
 : 8	0.5	3	3	0	1	-3	0	5
COc1cccc(NC(=O)COC(=O)c2c(F)cccc2Cl)c1
 : 1	1.9	4	5	-1	6	1	2	1
COc1cccc(OC)c1OCCCCN1CCC(Cc2ccccc2)CC1
 : 9	-1.9	0	3	5	-5	4	3	11
c1coc(-c2ccnc3nc(-n4cccc4)nn23)c1
 : 18	-0.2	6	-2	35	5	-7	-3	5

# Later entries
molecule | MCL1-BIM inh | MEX-5 binding | PAFAH1B2 inh | PME-1 primary | AHR activator | pPAFAH FP inh | GLD-1 TGE inh | Fam108B counter | Bcl-xL primary
CCCCNC(=O)CN(c1cccc(Br)c1)S(C)(=O)=O | 1 | -2.5 | 4 | 0 | 2 | 6 | -3 | 1 | -6
O=C(O)C1Cc2ccccc2-c2ccccc2C1 | 0 | -2.6 | 9 | 1 | 0 | 0 | -2 | 3 | 2
Cc1nc2sccn2c(=O)c1S(=O)(=O)NCc1ccccc1Cl | -6 | -2.9 | 2 | -3 | 1 | -1 | 1 | 0 | 4
Cn1nc(N)c2c(-c3ccccc3)c(C#N)c(N)nc21 | -2 | 1.0 | -4 | 2 | 15 | 4 | 5 | 2 | 8
C#CCOCCOCCOCCNc1nc(N2CCN(C(=O)[C@H](Cc3ccc(O)cc3)n3cc([C@@H](N)CC(C)C)nn3)CC2)nc(N2CCN(C(=O)[C@H](Cc3ccc(O)cc3)n3cc([C@@H](N)CC(C)C)nn3)CC2)n1 | 10 | -1.4 | · | -5 | 2 | 4 | 5 | 6 | 5
CC1CCCCC12NC(=O)N(CC(=O)NCc1ccccc1Cl)C2=O (stereo unspecified) | · | · | 6 | · | -2 | -5 | 4 | · | ·
CN(C)c1ccc(NC(=O)CSc2nnc(-c3ccco3)c(-c3ccco3)n2)cc1 | 32 | -4.6 | 5 | 19 | 9 | 18 | 6 | 0 | 25
O=C(N1CCN(c2ccccc2)CC1)C1(c2cccs2)CCOCC1 | -6 | 2.2 | 2 | -11 | 2 | -10 | 9 | -7 | -6
CN(C)CCCN(C(=O)c1ccc(Br)s1)c1nc2cc3c(cc2s1)OCO3 | 12 | 0.5 | 3 | 5 | -6 | 1 | 3 | -1 | 1
Cc1cc(Cl)ccc1OCC(=O)NCc1ccncc1 | 0 | 1.5 | 3 | 0 | 1 | 6 | -1 | -5 | 0
O=C(c1ccc(F)cc1)N1CCN(c2ccc(N3CCOCC3)nn2)CC1 | 8 | -1.5 | 1 | -5 | 1 | 2 | 2 | 3 | 5
CCOCc1nnc(NC(=O)c2cc(OC)c(OC)c(OC)c2)s1 | 4 | -0.5 | -1 | -3 | 10 | -6 | 6 | -26 | 3
O=C(NCC(c1ccco1)N1CCCCC1)c1ccc(NS(=O)(=O)c2ccc(F)cc2)cc1 (stereo unspecified) | -5 | -3.4 | 5 | -3 | 3 | 0 | 6 | -2 | 4
CCCC(=O)Nc1ccc(C(=O)Nc2nnc(COCC)s2)cc1 | -5 | -1.2 | 2 | -7 | 5 | 1 | -6 | 0 | 0
O=C(NCc1ccco1)C(c1cccs1)N(C(=O)Cc1cccs1)c1ccccc1 (stereo unspecified) | -6 | -1.2 | 10 | -4 | 2 | 3 | -18 | 1 | -2
CC(C)c1ccc(NC(=O)NC(C)c2ccc3c(c2)OCO3)cc1 (stereo unspecified) | 8 | -2.1 | 8 | -3 | 5 | -8 | 7 | -2 | 1
O=C(NCC(c1ccco1)N1CCN(c2ccccc2F)CC1)c1ccco1 (stereo unspecified) | 11 | 0.5 | 6 | 1 | -1 | 0 | 5 | -2 | 8
Cc1ccnc(NS(=O)(=O)c2ccc(NC(=O)c3c(-c4ccccc4Cl)noc3C)cc2)n1 | -6 | -1.8 | 3 | 2 | 17 | 0 | -6 | 0 | 0
CC(C)c1nc(SCC(=O)Nc2ccc(N3CCOCC3)cc2)c2ccccc2n1 | 1 | 0.4 | 3 | -2 | 4 | -1 | -2 | 2 | 1
CC(=O)Nc1nc2ccccc2n1CCOc1ccccc1 | 10 | 2.7 | -2 | -4 | 5 | 0 | 3 | -3 | 3
COc1ccc(NC(=O)N2CCCC2C(=O)NC23CC4CC(CC(C4)C2)C3)cc1 (stereo unspecified) | 0 | -0.5 | -1 | -5 | 2 | -5 | 4 | -3 | 1

# Another view of some results above:
O=C(O)C1Cc2ccccc2-c2ccccc2C1
  MCL1-BIM inh = 0 | MEX-5 binding = -2.6 | PAFAH1B2 inh = 9 | PME-1 primary = 1 | AHR activator = 0 | pPAFAH FP inh = 0 | GLD-1 TGE inh = -2 | Fam108B counter = 3 | Bcl-xL primary = 2

Cc1nc2sccn2c(=O)c1S(=O)(=O)NCc1ccccc1Cl
  MCL1-BIM inh = -6 | MEX-5 binding = -2.9 | PAFAH1B2 inh = 2 | PME-1 primary = -3 | AHR activator = 1 | pPAFAH FP inh = -1 | GLD-1 TGE inh = 1 | Fam108B counter = 0 | Bcl-xL primary = 4

Cn1nc(N)c2c(-c3ccccc3)c(C#N)c(N)nc21
  MCL1-BIM inh = -2 | MEX-5 binding = 1.0 | PAFAH1B2 inh = -4 | PME-1 primary = 2 | AHR activator = 15 | pPAFAH FP inh = 4 | GLD-1 TGE inh = 5 | Fam108B counter = 2 | Bcl-xL primary = 8

C#CCOCCOCCOCCNc1nc(N2CCN(C(=O)[C@H](Cc3ccc(O)cc3)n3cc([C@@H](N)CC(C)C)nn3)CC2)nc(N2CCN(C(=O)[C@H](Cc3ccc(O)cc3)n3cc([C@@H](N)CC(C)C)nn3)CC2)n1
  MCL1-BIM inh = 10 | MEX-5 binding = -1.4 | PAFAH1B2 inh = · | PME-1 primary = -5 | AHR activator = 2 | pPAFAH FP inh = 4 | GLD-1 TGE inh = 5 | Fam108B counter = 6 | Bcl-xL primary = 5

# An excerpt of these results, field by field:
> CCOc1ccccc1CN1CCNC(=O)C1CC(=O)NCCc1ccccn1 (stereo unspecified)
  MCL1-BIM inh: 13	MEX-5 binding: -2.4	PAFAH1B2 inh: 1	PME-1 primary: 0	AHR activator: 2	pPAFAH FP inh: 0	GLD-1 TGE inh: 13	Fam108B counter: 1	Bcl-xL primary: 13
> CCOc1cc(S(=O)(=O)n2ccnc2)ccc1Br
  MCL1-BIM inh: 1	MEX-5 binding: 1.9	PAFAH1B2 inh: 7	PME-1 primary: -3	AHR activator: -1	pPAFAH FP inh: 0	GLD-1 TGE inh: -5	Fam108B counter: 1	Bcl-xL primary: -1

# Screening data deposited in PubChem BioAssay by several laboratories.
